EPAC1 ag – qHTS for Agonist of cAMP-regulated guanine nucleotide exchange factor 3 (EPAC1): primary screen | Rap guanine nucleotide exchange factor 3 (Homo sapiens), O95398 | Potency, µM (top dose mostly 154 µM), for inactives: at the top dose activation, actives largely listed as activators | EPAC1 agonist qHTS, biochemical assay; response scale: 100% = response to 6.5 mM cAMP | 360,000 tested, 0.073% active; also: potency is read from the fitted curve at half-maximal effect; nearly all actives have a fitted effect of over 60% in size
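Multi-concentration qHTS readout: loss of Rap1B-bound BODIPY-GDP fluorescence driven by 100 nM EPAC1 with excess GDP (50 uM), monitored kinetically at room temperature; agonist response expressed relative to 6.5 mM cAMP.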
IL-2 act – qHTS of IL-2 Activators; IL-2 activation reporter assay, cell-based qHTS; stimulated with anti-CD3/CD4/CD28 beads; in transgenic mouse T cells; activation, % (series mostly up to about 46 µM); 360,000 tested, 0.065% active; AID 652025, 2013; in the data active = activation above about 50%; inconclusive = mostly about 30% to 49%; also: 0% is about no effect
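Screening format: compound pinned onto unstimulated transgenic mouse T cells, 60 min incubation, then anti-CD3/anti-CD4/anti-CD28 bead stimulation for 18 hours at 37 degrees C, followed by EGFP and DsRed detection.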
EPAC1 antagonist – qHTS for Antagonist of cAMP-regulated guanine nucleotide exchange factor 3 (EPAC1): primary screen; Rap guanine nucleotide exchange factor 3 (Homo sapiens), O95398; EPAC1 GEF assay, Rap1b-BODIPY-GDP exchange fluorescence; Potency, µM (top dose mostly 115 µM), without a hit: at the top dose activity change, negative = inhibition, usual class: inhibitors; 360,000 tested, 0.14% active; AID 720709, 2013;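 also: potency is read from the fitted curve at half-maximal effect; plate controls were vehicle for no effect and positive control for full effect; nearly all actives have a fitted effect of over 50% in size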
Abeta rescue – qHTS for compounds that reverse cellular toxicity of Amyloid beta (A-beta) peptide in yeast: Primary Screen | AID 1347071, 2019 | yeast expressing A-beta42, growth rescue, OD600, 48 h; response scale: 0% DMSO, 100% iron-clioquinol control | 410,000 tested, 0.063% active | Potency, µM (series often up to 46.1 µM), for the others: top-dose growth rescue, usual class: activators; also: potency is read from the fitted curve at half-maximal effect; nearly all actives have a fitted effect of over 55% in size
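Growth rescue measured by 600 nm absorbance after 48 h yeast culture at 30 C with compound. Values normalized between DMSO and an equimolar ferric chloride plus clioquinol control.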
PI5P4K alpha inh – qHTS for Inhibitors of phosphatidylinositol 5-phosphate 4-kinase (PI5P4K). 330,000 tested, 1.2% active. max response, %. PI5P4Kalpha enzyme, ADP-Glo luminescence, 60 min; hits give low values. Phosphatidylinositol 5-phosphate 4-kinase type-2 alpha (Homo sapiens), P48426. AID 652105, 2013; active = max response of -50% or lower; inconclusive = between -30% and -50%; inactive = -30% or higher; also: value at the top dose of about 77 µM; % is scaled to controls: 0 for no effect and ±100 for the full control effect
Target sequence (P48426 whole entry, looked up): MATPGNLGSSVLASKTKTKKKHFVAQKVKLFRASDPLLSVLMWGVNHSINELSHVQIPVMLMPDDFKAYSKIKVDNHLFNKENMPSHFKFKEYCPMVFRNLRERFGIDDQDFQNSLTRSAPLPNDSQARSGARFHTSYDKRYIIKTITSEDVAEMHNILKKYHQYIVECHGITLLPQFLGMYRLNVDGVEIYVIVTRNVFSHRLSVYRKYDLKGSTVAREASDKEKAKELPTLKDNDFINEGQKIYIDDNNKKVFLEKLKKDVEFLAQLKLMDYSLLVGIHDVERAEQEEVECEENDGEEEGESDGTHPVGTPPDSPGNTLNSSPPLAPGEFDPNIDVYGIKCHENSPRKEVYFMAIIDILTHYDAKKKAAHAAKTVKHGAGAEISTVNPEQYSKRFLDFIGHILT
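PI5P4Kalpha ADP-Glo assay; 5 microM ATP final; 60 min RT reaction; HEPES pH 7.4/EGTA/CHAPS, 5% DMSO; controls lacking substrate or enzyme; luminescent end-point.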
FUS yeast rescue – qHTS for Suppressors of FUS Proteinopathy: Primary screen using FUS-linked yeast assay; S. cerevisiae FUS-expressing, growth rescue, OD600, 24 h; Potency, µM (titrated, usually from 76.6 µM), for the others: at the top dose growth rescue (activation), actives largely listed as activators; 390,000 tested, 0.24% active; AID 1347120, 2019;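 also: potency is read from the fitted curve at half-maximal effect; plate controls were DMSO vehicle for no effect and reference control for full effect; nearly all actives have a fitted effect of over 55% in size; some results filed as inactive show a strong effect at the top dose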
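Galactose (2%) drives FUS expression in yeast precultured in raffinose; seeding density OD 0.005. Test compounds incubated 24hr at 30C and 99% humidity before absorbance at 600 nm was measured.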
WRN inhibitor – qHTS for Inhibitors of WRN Helicase; Bifunctional 3'-5' exonuclease/ATP-dependent helicase WRN (Homo sapiens), Q14191; WRN helicase unwinding, fluorescent forked duplex, kinetic; Potency, µM (highest dose often 114 µM), without a hit: at the highest dose activity change, negative = inhibition, most hits filed as inhibitors; 360,000 tested, 0.46% active; AID 651768, 2012; also: potency is read from the fitted curve at half-maximal effect; % is scaled to controls: 0 for no effect and ±100 for the full control effect; nearly all actives have a fitted effect of over 55% in size
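Fluorescence dequenching readout, ex 525 nm/em 598 nm, kinetic mode: forked duplex DNA (100 nM final) with adjacent fluorophore and quencher unwound by WRN (20 nM final) with 2 mM ATP. Compound preincubation 15 min, room temperature.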
PLK1 PBD inh – qHTS for Inhibitors of PLK1-PDB (polo-like kinase 1 - polo-box domain): Primary Screen. Serine/threonine-protein kinase PLK1 (Homo sapiens), P53350. Plk1 PBD binding of FITC phosphopeptide, fluorescence polarization. Potency, µM, for the others: max response, negative = inhibition, actives largely listed as inhibitors. 360,000 tested, 2.8% active; also: potency is read from the fitted curve at half-maximal effect; series mostly up to about 57 µM; % is scaled to controls: 0 for no effect and ±100 for the full control effect; nearly all actives have a fitted effect of over 65% in size
Target sequence (P53350 whole entry, looked up, the tested form may be a part): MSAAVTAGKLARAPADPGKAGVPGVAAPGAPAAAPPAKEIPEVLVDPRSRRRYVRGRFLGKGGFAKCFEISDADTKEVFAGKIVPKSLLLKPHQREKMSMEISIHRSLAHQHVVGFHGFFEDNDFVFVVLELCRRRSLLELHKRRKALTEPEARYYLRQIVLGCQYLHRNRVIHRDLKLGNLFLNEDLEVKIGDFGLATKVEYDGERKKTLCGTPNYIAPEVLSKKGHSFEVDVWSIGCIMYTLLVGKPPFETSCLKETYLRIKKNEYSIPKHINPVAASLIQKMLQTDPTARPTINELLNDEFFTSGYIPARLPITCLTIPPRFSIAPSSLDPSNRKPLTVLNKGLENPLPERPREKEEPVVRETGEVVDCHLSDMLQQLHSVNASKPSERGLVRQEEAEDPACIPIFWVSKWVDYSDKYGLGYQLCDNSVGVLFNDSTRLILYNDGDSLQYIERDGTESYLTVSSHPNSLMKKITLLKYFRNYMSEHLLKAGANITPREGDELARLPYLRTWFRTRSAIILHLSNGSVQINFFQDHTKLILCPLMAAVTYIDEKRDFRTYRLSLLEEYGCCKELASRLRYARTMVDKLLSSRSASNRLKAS
An asterisk follows results filed as active; ? = inconclusive; · = no result given; & = joins results of further samples; [ ] = another dose, or the depositor's remark. Unless noted, calls follow the shape of the dose curve; as a rule, active = well fitted curve in the direction sought with a large enough effect; inconclusive = small, poorly fitted or top-dose-only effect, or another doubt; inactive = no such curve, though single readings can be large; an effect the other way counts as inactive or inconclusive.

SMILES | EPAC1 ag | IL-2 act | EPAC1 antagonist | Abeta rescue | PI5P4K alpha inh | FUS yeast rescue | WRN inhibitor | PLK1 PBD inh
CC1CCCCN1C(=S)Nc1ccc(OC(F)F)cc1 (stereo not given) | 9% | 0.6 | -4% | -5% | 1 | -5% | 2% | -19%
O=C(NCc1cccnc1)C(=O)NCC(c1ccco1)N1CCN(c2ccccc2)CC1 (stereo not given) | 5% | 0.2 | 7% | 9% | 2 | · | -6% | -6%
C=CCC[C@@H](Cc1ccc(F)cc1)C(=O)OC[C@H](Cc1c[nH]c2ccccc12)NC(=O)[C@H](CC=C)CC(=O)N(CCO)Cc1ccccc1 | -3% | 0.1 | -11% | 1% | 15 | ? | -8% | -12%
Cc1ccc(CNC(=O)COC(=O)CCCOc2ccc(Cl)cc2Cl)cc1 | -15% | -3.6 | -22% | 9% | 17 | -11% | -4% | 4%
CC(=O)Nc1ccc(SCCCC(=O)c2ccccc2)cc1 | -3% | -1.5 | -26% | 3% | -6 | -9% | -13% | 13µM*
Cn1c(N2CCOCC2)nc(-c2ccccc2)c1-c1ccccc1 | 1% | -2.9 | 4% | -4% | · | -6% | -17% | -15%
Cc1ccc(S(=O)(=O)N2CCN(S(=O)(=O)N3CCCCCC3)CC2)cc1 | 8% | -0.3 | 8% | -4% | 1 | 4% | 0% | -5%
CCSc1ccc2nnc(-c3cccs3)n2n1 | 20% | 0.7 | 4% | -27% | -7 | 8% | -9% | -11%
COC(=O)C[C@@H]1C=C[C@@H](NC(C)=O)[C@@H](CO)O1 | 0% | -0.8 | -7% | 11% | -1 | -8% | -6% | -5%
Cc1ccccc1C(O)c1ccncc1 (stereo not given) | -2% | -0.6 | 6% | 11% | · | 18% | 4% | -1%
Cc1cc(C)cc(N(C(=O)c2sc(C)nc2C)C(C(=O)NC(C)(C)C)c2ccncc2)c1 (stereo not given) | -16% | -2.5 | 15% | 9% | -8 | 21% | -4% | -5%
CCN(C(=O)COC(=O)/C=C/c1cccc([N+](=O)[O-])c1)c1ccccc1 | -2% | -1.3 | -23% | -3% | -3 | 8% | 5% | -8%
Cc1cc(C)c(NC(=O)/C=C\C(=O)O)c(Cl)c1 | 4% | 0.7 | 9% | 5% | -3 | -2% | -12%[57.1 µM] | -11%
CNCCCOc1ccc(C)cc1Br | -5% | -1.1 | 17% | -10% | 2 | 15% | 3% | -5%
COC(=O)C1=C(C(=O)OC)C(c2cc(Cl)ccc2O)c2sc(=O)[nH]c2S1 (stereo not given) | 8% | -2.5 | 7% | -1% | · | 18% | -32% | 9.5µM*
COc1ccc(NC(=O)c2ccco2)c(NC(=O)Cc2cccs2)c1 | 1% | 0.3 | -9% | 0% | 2 | 13% | 5% | -5%
Cn1c(=O)c(=O)n(C)c2cc(S(=O)(=O)N3CCCC3C(=O)Nc3ccccc3F)ccc21 (stereo not given) | 3% | 0.1 | -3% | 14%&-48% | 0 | -19%&18% | -1% | -10%
CCOC(=O)c1c(C)[nH]c(C(=O)COC(=O)c2cnccn2)c1C | -3% | -0.5 | 7% | 2% | -10 | 9% | 11% | 4%
O=C1Cc2ccccc2N1c1c(Cl)cccc1Cl | 6% | 0.3 | -3% | 7% | 5 | -7% | -1% | -4%
COc1cccc(NC(=O)CCC2CCN(C(=O)c3ccc(C(C)=O)s3)CC2)c1 | 1% | -0.6 | -6% | -18% | 11 | -1% | 0% | 0%
COc1cccc2c(=O)cc(C)n(CC(=O)Nc3ccc(Br)cc3)c12 | 6% | -0.5 | 2% | -10% | -3 | 3% | 0% | -4%
COc1ccc(CN2CCn3ncc(C(=O)Nc4cccc(C)c4)c3C2=O)cc1 | -9% | -0.6 | -20% | 6% | 5 | 0% | -5% | -9%
O=[N+]([O-])c1cc(C(F)(F)F)ccc1Oc1cccnc1[N+](=O)[O-] | -3% | -1.2 | -6% | 18% | 5 | 1% | -3% | -3%
O=C(COc1ccc(Br)cc1)N1CCC(c2ccccc2)C1 (stereo not given) | 5% | 1.4 | -9% | -36%[inhibitor] | 4 | ? | -9% | -1%
Clc1cccc(-c2nc(-c3ccc(-c4nn[nH]n4)cc3)no2)c1 | -4% | 1.8 | 4% | -3% | · | -21% | · | ·

Compounds listed so far containing an aryl methoxy group (4):
SMILES | EPAC1 ag | IL-2 act | EPAC1 antagonist | Abeta rescue | PI5P4K alpha inh | FUS yeast rescue | WRN inhibitor | PLK1 PBD inh
COc1ccc(NC(=O)c2ccco2)c(NC(=O)Cc2cccs2)c1 | 1% | 0.3 | -9% | 0% | 2 | 13% | 5% | -5%
COc1cccc(NC(=O)CCC2CCN(C(=O)c3ccc(C(C)=O)s3)CC2)c1 | 1% | -0.6 | -6% | -18% | 11 | -1% | 0% | 0%
COc1cccc2c(=O)cc(C)n(CC(=O)Nc3ccc(Br)cc3)c12 | 6% | -0.5 | 2% | -10% | -3 | 3% | 0% | -4%
COc1ccc(CN2CCn3ncc(C(=O)Nc4cccc(C)c4)c3C2=O)cc1 | -9% | -0.6 | -20% | 6% | 5 | 0% | -5% | -9%

Later entries:
SMILES | EPAC1 ag | IL-2 act | EPAC1 antagonist | Abeta rescue | PI5P4K alpha inh | FUS yeast rescue | WRN inhibitor | PLK1 PBD inh
Cc1ccc(C(=O)N2CCCC(c3nc4c(nnn4Cc4ccccc4)c(=O)[nH]3)C2)cc1 (stereo not given) | -3% | -3.6 | 15% | 9% | · | 12% | 4% | 0%
Cc1nnc(SCc2ccc(CSc3nnc(C)c(=O)[nH]3)cc2)[nH]c1=O | -7% | 3.7 | 4% | -6% | -16 | -7% | -11%[11.6 µM] | -23%
CNC(=S)N1C2CCCC1CC(NC(=O)c1ccc(C)cc1)C2 (stereo not given) | -4% | 0.8 | -6% | -8% | 7 | -6% | -2% | -7%
CS(=O)(=O)N(CC(=O)NCc1ccccn1)c1ccc2c(c1)OCCO2 | 3% | -0.7 | 13% | 1% | · | 8% | -1% | 1%
COCCCn1c(=O)c2ccccc2n(CC(=O)NC2CCCC2)c1=O | 11% | -2.1 | 4% | -3% | 1 | -3% | -9% | -3%
COc1cc(C(=S)N2CCOCC2)cc(OC)c1OC(=O)c1ccccc1[N+](=O)[O-] | -4% | -4.2 | -9% | 13% | -11 | 58% | -2% | -16%
Cc1cc(NC(=O)CSCC(=O)Nc2ccccc2Oc2ccccc2)no1 | 0% | -0.9 | -20% | -6% | -3 | 12% | 12% | -16%
CCC(C)(C(=O)NC1CCCC1)N(C(=O)Cc1cccs1)c1c(C)n(C)n(-c2ccccc2)c1=O (stereo not given) | -4% | -3.5 | 5% | -15% | -2 | 6% | -22% | -4%
CCOc1ccc(/C=N/N2C(C)CCCC2C)cc1 (stereo not given) | 8% | -0.1 | 11% | -12% | -8 | 5% | 3% | -6%
CCOC(=O)c1ccc(NC(=S)Nc2ccc(Cl)cn2)cc1 | 7% | 0.3 | 21% | -6% | 3 | -8% | -4% | -18%
CCOc1cc(/C=C2\C(=N)N3N=C(C)SC3=NC2=O)ccc1OCCOc1cccc(OC)c1 | 5% | 1.2 | 10% | 7% | -3 | -4% | -2% | 0%
Cn1ncc(Cl)c1C(=O)NCc1ccco1 | 5% | -4.6 | 8% | 0% | -1 | -25% | -2% | -19%
Cc1cc(C(=O)NCc2cccs2)nn1C | 8% | -5.1 | 2% | 8% | -4 | -17% | -5% | -12%
O=C(NNc1ccccc1)Nc1cc(Cl)ccc1Cl | 6% | -0.7 | -9% | 9% | 0 | -10% | -19% | -8%
S=c1nc2ccccc2c2nc(-c3ccccc3)[nH]n12 | 4% | 0.0 | -27% | ? | -10 | -2% | ? | ?
CC(/C=C\C=C\c1ccccc1)=N\NC(=O)c1cncc(Br)c1 | 4% | -5.2 | 12% | 5% | -23 | 19% | 4% | -1%
CNC(=O)[C@H]1O[C@@H](n2cnc3c(NCc4cccc(I)c4)nc(Cl)nc32)[C@H](O)[C@@H]1O | -18% | 0.8 | 5% | 17% | 9 | 42% | 3% | 0%
NC1(C#Cc2ccc3c(=O)c4ccccc4sc3c2)CCCCC1 | -14% | -2.0 | 2% | 7% | -4 | 32% | 4% | -4%
O=C(NNC(=S)Nc1ccccc1)c1ccccc1[N+](=O)[O-] | 4% | -0.3 | -14% | 10% | 4 | ? | -29% | -12%
CC(=O)Nc1c2c(nn1-c1cccc(Cl)c1)CS(=O)(=O)C2 | 0% | -2.4 | 14% | 18% | 6 | -6% | -1%[57.1 µM] | -5%
N#CCCn1c(SCC(=O)c2c[nH]c3ccccc23)nc2ccccc21 | 3% | -0.2 | -13% | -11% | -9 | 10% | 1% | ?
CCCCN(C)C(=S)Nc1ccc2nc3n(c(=O)c2c1)CCCCC3 | -13% | -3.4 | 8% | -11% | -2 | 34% | -7% | -3%
Cc1ccc(S(=O)(=O)N(C)C)cc1NC(=O)C1Cc2ccccc2CN1C(=O)c1ccco1 (stereo not given) | -3% | -0.5 | -19% | 9% | ? | ? | -6%[11.6 µM] | -21%
O=C(OCC(=O)N1CCN(c2ccccc2)CC1)c1ccc(Cl)cc1[N+](=O)[O-] | 5% | -1.8 | 1% | -2% | 0 | 12% | 8% | -7%
Cc1cccc(-c2cc(C(=O)NCc3ccccn3)c3ccccc3n2)c1 | 1% | -0.3 | -28% | -20% | 0 | · | -2% | 0%
COc1ccc(Cc2c(C(C)(C)C)nc3c(C)cc(Br)cn23)c(C)c1 | ? | 2.1 | -20% | -8% | -4 | -4% | -3% | -8%
Nc1nc(N)nc(-c2cccc(Br)c2)n1 | 2% | -0.3 | -13% | -11% | 3 | · | 2% | -9%
O=C(c1cccc(S(=O)(=O)N2CCOCC2)c1)N1CCN(c2ncccn2)CC1 | 6% | 0.9 | 5% | -1% | -5 | -15% | -1% | -3%
COc1cc(NC(=O)c2cccs2)cc(OC)c1 | 0% | -0.4 | -5% | -19% | -6 | 37% | -8% | -8%
COc1ccc(/C=N/OCC(=O)Nc2ccc3c(c2)OCO3)c(OC)c1 | 14% | -1.1 | -17% | -6% | -9 | 11% | ? | -19%
